Screening results (PubChem)
PLCg1 inh = blocks human PLC-gamma1 enzyme activity | purified PLC-gamma1, fluorogenic substrate, fluorescence | inhibition, % at 12.2 µM | 370,000 tested, 0.84% active | AID 720700; in the data active = inhibition above about 9.5%
ASAP1 inh = inhibitors of human ASAP1 ArfGAP activity; Q9ULH1; ASAP1-stimulated ARF1 GTP hydrolysis, GDP FP detection; inhibition, % at 16.5 µM; 360,000 tested, 0.19% active; in the data active = inhibition above about 25%;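 note: 0% = vehicle with enzyme and substrate and 100% = no enzyme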
Target sequence (Q9ULH1 325-724 limits assumed): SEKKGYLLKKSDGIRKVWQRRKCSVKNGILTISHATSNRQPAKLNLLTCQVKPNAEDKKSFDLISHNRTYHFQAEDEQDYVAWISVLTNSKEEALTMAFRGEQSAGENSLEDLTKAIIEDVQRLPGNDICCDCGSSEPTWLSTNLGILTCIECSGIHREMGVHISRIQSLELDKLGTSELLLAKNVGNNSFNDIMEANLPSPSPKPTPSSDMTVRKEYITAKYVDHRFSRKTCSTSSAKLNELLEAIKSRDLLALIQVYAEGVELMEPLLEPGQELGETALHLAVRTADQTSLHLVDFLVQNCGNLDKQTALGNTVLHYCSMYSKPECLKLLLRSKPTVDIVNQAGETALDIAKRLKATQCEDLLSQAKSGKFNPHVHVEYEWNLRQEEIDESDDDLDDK
ADAM10 inh = ADAM10 inhibition, QFRET primary screen; O14672; recombinant ADAM10, EDANS/DABCYL FRET peptide cleavage, 3 h; inhibition, % at 7 µM; 370,000 tested, 0.62% active; AID 720582;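 active = inhibition above a per-campaign cutoff equal to the mean of compounds falling between control-based bounds plus 3 SD, cut at about 20% in these data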;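 note: 0% = DMSO wells while the 100% control is not disclosed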
Tn7 DDE FP = DD(E)-Tn7 binding inhibition, primary FP screen. AID 720508. P02675. inhibition, % at 8.3 µM. 370,000 tested, 0.13% active. FP displacement of FITC-Tn7 peptide from fibrin DD(E); 0% = median of compound wells per plate;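 active = inhibition above the mean of compounds falling within the control limits plus 3 SD of them, cut at about 14% in these data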;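 note: 0% = plate median of compound wells and 100% = 10 µM Aha-Tn7 peptide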
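Assay system: Human fibrin DD(E) protein | Medium: Tris buffer with calcium and detergent, pH 7.8 | Reagent: 0.1 µM fluorescent Tn7 | Compound dosing: Single point at 8.3 µM | Times: 10 min preincubation, 3 h with tracer, room temperature | Detection: Fluorescence polarization of the labelled Tn7 tracer | Controls: Aha-Tn7 high control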
TDP2 absorb = blocks human TDP2 phosphodiesterase activity. O95551. recombinant TDP2, T5PNP hydrolysis, p-nitrophenol absorbance 415 nm. inhibition, % at 12.8 µM. 370,000 tested, 0.34% active;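 active = inhibition above the mean of all tested compounds plus 3 SD, set per campaign, cut at about 25% in these data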;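 note: 0% = DMSO with enzyme and 100% = buffer with substrate but no TDP2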
Target sequence (O95551 whole entry, looked up): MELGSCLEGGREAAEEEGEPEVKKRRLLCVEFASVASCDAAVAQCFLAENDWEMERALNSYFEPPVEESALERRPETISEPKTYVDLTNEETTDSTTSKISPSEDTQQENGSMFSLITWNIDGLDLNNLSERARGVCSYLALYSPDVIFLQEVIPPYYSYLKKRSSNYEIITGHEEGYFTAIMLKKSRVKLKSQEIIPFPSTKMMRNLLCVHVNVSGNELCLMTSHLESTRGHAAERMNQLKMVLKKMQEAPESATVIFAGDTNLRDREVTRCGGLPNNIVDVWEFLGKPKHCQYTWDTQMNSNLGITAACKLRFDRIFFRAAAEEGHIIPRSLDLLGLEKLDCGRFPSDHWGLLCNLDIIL
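Assay system: Recombinant human TDP2 | Quantity: 120 nM TDP2 per well | Incubation: 2 h at 37 °C | Signal: Epi absorbance | Evaluation: Percent inhibition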
Tn6 DDE FP = DD(E)-Tn6 binding inhibition, primary FP screen; P02675; Fibrin DD(E) TRITC-Tn6 fluorescence polarization displacement; inhibition, % at 8.3 µM; 370,000 tested, 0.21% active;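 active = inhibition above a per-campaign cutoff: mean of compounds within control limits plus 3 SD, cut at about 15% in these data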;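 note: 0% = median of all compound wells on the plate and 100% = blocking peptide control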
ARFGAP1 inh = inhibits rat ARF GTPase activating protein 1; 360,000 tested, 0.26% active; Q62848; Arfgap1-stimulated ARF1 GTP hydrolysis, GDP FP detection; inhibition, % at 16.5 µM;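 active = inhibition above a per-plate limit, mean inhibition of low control wells plus 3 SD, cut at about 25% in these data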;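 note: 0% = DMSO wells with enzyme and 100% = wells lacking Arfgap1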
Target sequence (Q62848 1-136 limits assumed): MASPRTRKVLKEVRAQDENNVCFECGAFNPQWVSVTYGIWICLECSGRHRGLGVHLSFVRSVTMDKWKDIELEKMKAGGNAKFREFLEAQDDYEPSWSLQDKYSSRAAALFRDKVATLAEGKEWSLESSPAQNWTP
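system = rat Arfgap1 catalytic domain, aa 1-136 | technique = FP, GDP Alexa 633 tracer displaced from anti-GDP antibody, 620/688 nm | compound = one concentration, 16.5 µM, DMSO 1.26% | medium = HEPES-based buffer, pH 7.5 | timing = compound-enzyme preincubation 20 min, reaction 120 min, detection 60 min, 25 °C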
SIAE primary = blocks human sialic acid acetylesterase; SIAE FP-Rh probe binding, fluorescence polarization; 370,000 tested, 0.69% active; Q9HAT2; inhibition, % at 9.66 µM; AID 1053197;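 active = inhibition above a cutoff: mean of compounds within the control limits plus 3 SD of those, cut at about 17% in these data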;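 note: 0% = plate median of compound wells and 100% = probe without SIAE protein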
PLCb3 inh = PLC-beta3 (human) inhibition, primary screen; inhibition, % at 12.2 µM; Purified PLC-beta3, fluorogenic substrate, fluorescence; AID 720704; 370,000 tested, 0.18% active; in the data active = inhibition above about 11%;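 note: 0% = median of compound wells on plate and 100% = full blocker control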
ADAM17 inh = ADAM17 inhibition, QFRET primary screen | P78536 | recombinant ADAM17, EDANS/DABCYL FRET peptide cleavage | inhibition, % at 6.95 µM | 370,000 tested, 0.83% active | AID 720648;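 active = inhibition above the mean of compounds lying between control limits plus 3 SD, set per campaign, cut at about 8.5% in these data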;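 note: 0% = DMSO-only wells as the low control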
Active calls of the source: *; i = inactive.

Values run as follows: PLCg1 inh	ASAP1 inh	ADAM10 inh	Tn7 DDE FP	TDP2 absorb	Tn6 DDE FP	ARFGAP1 inh	SIAE primary	PLCb3 inh	ADAM17 inh
> O=C(Nc1ccc(S(=O)(=O)NC2=NCCCCC2)cc1)c1cccs1
  4	-9	-6	1	-5	-2	-7	6	-1	2
> O=C(NCCN1C(=O)S/C(=C\c2ccccc2F)C1=O)C1=COCCO1
  -1	-2	-2	0	2	1	2	6	1	-3
> O=C(CC1C(=O)NCCN1Cc1ccc(-c2ccccc2)cc1)NC1CCC1 (stereo not drawn)
  -7	9	-6	2	10	10	6	10	-10	-4
> CCCNc1ncnc2nc[nH]c12
  0	12	-10	5	15	-2	2	5	1	-1
> Cn1c(NCc2ccccc2F)nc2cc(-c3ccccc3)sc2c1=O
  1	12	-15	6	-2	0	1	-9	-2	-5
> COc1ccc(-c2nnn(CC(=O)N(Cc3ccco3)C(C(=O)NCC3CCCO3)c3ccco3)n2)cc1 (stereo not drawn)
  -5	-26	0	-3	6	-1	4	0	-9	-1
> COc1ccc(Nc2ncnc3ccc(C)cc23)cc1
  -5	7	0	4	-4	7	8	-2	-12	-4
> C=C1CCN(C(Cc2ccccc2)C(=O)OC)S(=O)(=O)c2ccc(F)cc21 (stereo not drawn)
  1	0	-6	4	9	7	16	-4	0	-3
> O=C(CCSc1ccc(Cl)cc1)Nc1cccnc1
  -4	-11	4	6	-4	-5	4	-9	0	0
> O=C(CC1C(=O)NCCN1Cc1cccc(F)c1F)NC1CCCCCC1 (stereo not drawn)
  -6	0	-12	2	-10	-6	14	3	-15	-6
> Cc1cc(C)c(/C=N/n2c(C)cc(C)c(C#N)c2=O)c(C)c1
  2	-1	-2	-2	14	1	-4	-2	0	0
> CCOC(=O)C1=NN(c2ccccc2)C(=O)C1
  -1	-5	7	9	5	2	2	9	-11	-3
> CCN(C(=O)c1coc(=O)c2ccccc12)c1cc(OC)ccc1OC
  -3	1	-1	8	-5	5	-10	0	1	-3
> CCCC(C)(C)NC(=O)CCCCC(=O)NC(C)(C)CCC
  1	-3	-4	7	8	0	-7	1	1	-4
> CSc1ccc(CN(C)C(=O)c2cccc(S(=O)(=O)N3CCN(Cc4ccccc4)CC3)c2)cc1
  3	4	11	0	9	1	2	-2	-3	4
> CCOc1ccccc1OCCCNCc1ccco1
  1	-1	-8	-1	0	-4	7	4	1	0
> O=C(c1sc2cccc(Cl)c2c1Cl)N1CCN(CCc2ccccn2)CC1
  -3	5	0	-1	-10	-5	7	-1	-11	-4
> CC(=O)Nc1cccc(N/C(N)=N/c2nc(C)cc(C)n2)c1
  0	0	2	2	8	3	6	0	3	-2
> C=CCCC[C@H]1OC(=O)[C@H](C)NC(=O)[C@H](C(C)C)NC(=O)[C@@H]2CCCN2C(=O)[C@H](Cc2ccccc2)OC(=O)[C@@H](C(C)C)N(C)C(=O)[C@H](C(C)C)NC(=O)C1(C)C
  7	7	9	2	-5	-1	3	2	-4	-2
> CCOC(=O)Cn1c(=O)c(-c2ccccc2NC)nc2ccccc21
  1	4	-1	-1	9	5	-4	4	1	0

Brought forward from above: six compounds; new compounds follow.
Values run as follows: PLCg1 inh	ASAP1 inh	ADAM10 inh	Tn7 DDE FP	TDP2 absorb	Tn6 DDE FP	ARFGAP1 inh	SIAE primary	PLCb3 inh	ADAM17 inh
> CSc1ccc(CN(C)C(=O)c2cccc(S(=O)(=O)N3CCN(Cc4ccccc4)CC3)c2)cc1
  3	4	11	0	9	1	2	-2	-3	4
> CCOc1ccccc1OCCCNCc1ccco1
  1	-1	-8	-1	0	-4	7	4	1	0
> O=C(c1sc2cccc(Cl)c2c1Cl)N1CCN(CCc2ccccn2)CC1
  -3	5	0	-1	-10	-5	7	-1	-11	-4
> CC(=O)Nc1cccc(N/C(N)=N/c2nc(C)cc(C)n2)c1
  0	0	2	2	8	3	6	0	3	-2
> C=CCCC[C@H]1OC(=O)[C@H](C)NC(=O)[C@H](C(C)C)NC(=O)[C@@H]2CCCN2C(=O)[C@H](Cc2ccccc2)OC(=O)[C@@H](C(C)C)N(C)C(=O)[C@H](C(C)C)NC(=O)C1(C)C
  7	7	9	2	-5	-1	3	2	-4	-2
> CCOC(=O)Cn1c(=O)c(-c2ccccc2NC)nc2ccccc21
  1	4	-1	-1	9	5	-4	4	1	0
> CC(C)[C@@H]1Cc2[nH]c(=S)[nH]c(=O)c2[C@H](CCc2ccccc2)O1
  -2	0	7	-7	-5	-1	-3	-1	2	3
> N#CCCn1c(Cl)nc2ccccc21
  4	-15	1	-3	2	-13	13	1	7	-1
> NC(=S)NN=C1C=CCCC1
  -4	-3	-10	0	3	7	9	4	-3	-2
> COc1ccc(OCCNc2cc(N3CCCCC3)ccc2[N+](=O)[O-])cc1
  1	6	1	2	11	-2	-5	-2	3	-1
> Cc1ccc(C(=O)NCC(=O)OCC(=O)c2ccc(Br)s2)cc1
  0	-1	-13	-3	-8	-2	15	-2	-1	-1
> CC(=O)COC(=O)CNC(=O)c1ccc(Br)cc1
  5	8	1	4	12	2	4	-4	-1	-2
> Cc1c(C)c2c(OCC(=O)N[C@@H](CC(C)C)C(=O)O)cc3c(c2oc1=O)CCC(C)(C)O3
  i	2	i	0	9	-3	-1	0	i	i
> COCCNC(=O)C1CCCN(S(=O)(=O)c2c(C)noc2/C=C/c2cccs2)C1 (stereo not drawn)
  8	6	9	-3	-4	9	2	4	-4	2
> CC1(C)NC(=O)N(CC(=O)OCC(=O)c2ccc(Br)s2)C1=O
  -1	3	-6	1	1	-6	13	0	-2	-2
> CCOC(=O)c1csc(NC(=O)c2ccc(OCC)cc2)n1
  1	-3	10	-7	-4	-1	-1	-6	0	5
> CCOC(=O)c1ccccc1NC(=O)c1cn(-c2ccc(C)c(C)c2)c(=O)c2ccccc12
  9.9*	2	3	-2	-10	0	6	-4	2	3
> COc1ccc(Br)cc1C(=O)Nc1cccc2ncccc12
  -6	0	5	2	-1	-5	-4	-5	-6	0
> CC(C)(C)c1nc2ccccc2c2nnc(SCC(=O)NCc3ccco3)n12
  1	2	3	2	-9	3	-7	-6	-3	-4
> Cc1cc(C(=O)NCC(=O)O)c(C)o1
  -1	-12	7	-2	-12	5	-3	4	-1	0
> CCn1c(CNC(=O)c2ccccc2Br)nnc1SCC(=O)NC1=NCCS1
  1	8	2	-4	-1	4	-4	-7	-5	-1
> CCNC(=O)N1C[C@H]2CON(C)[C@H]2C[C@H]1c1ccccc1Br
  -1	-1	-15	2	4	1	-2	8	0	-7
> O=C(Nc1ccc(N2CCCC2)c(Cl)c1)c1cccnc1
  -125	11	-17	2	7	-13	5	-1	-126	-8
> CCNS(=O)(=O)c1ccc(CCC(=O)N2CCN(c3cc(Cl)ccc3C)CC2)cc1
  -1	-14	4	2	-5	4	5	0	-7	-2
> COc1cccc(NC(=O)Nc2cc(C)on2)c1
  2	-2	1	0	-10	-3	10	2	3	-3
> COc1ccc(OC)c(S(=O)(=O)n2nc(C)cc2C)c1
  -3	-8	0	6	4	9	5	5	2	-4
> Cc1cccnc1NC(=O)c1sc2ccccc2c1Cl
  -1	-13	-3	0	1	2	0	-1	-15	0
> COc1cccc(C(=O)OCn2nnc3ccccc3c2=O)c1
  1	-1	5	-5	-6	0	11	-7	0	-1
> Cc1c(Cl)cccc1NC(=O)[C@@H](NC(=O)c1ccccc1Cl)C(C)C
  3	1	5	3	7	-3	-10	2	2	0
> O=C(O)[C@H](Cc1c[nH]c2ccccc12)Nc1ncccc1[N+](=O)[O-]
  0	-6	-9	-1	5	2	-8	2	-4	-5
> Cc1onc(-c2ccccc2)c1C(=O)Nc1sc2c(c1C#N)CCC(C)C2 (stereo not drawn)
  -5	-7	-3	1	6	0	7	11	-3	-2
> C=CCn1c(SCC(=O)Nc2cc(C)nn2-c2ccccc2)nnc1C1CCCCC1
  2	-4	0	-1	-5	-4	-1	9	2	-2
> CCN1C(=O)/C(=C\c2ccc(-c3cccc(C(=O)OC)c3)o2)SC1=Nc1ccc(C(=O)O)cc1
  0	-1	8	-3	-5	-2	0	-1	-4	4
> COc1cc(C2CC(=O)Nc3cc(C)c(C)cc32)cc(OC)c1OC (stereo not drawn)
  0	-2	1	5	3	1	-7	5	2	1
> Nn1cc(-c2ccccc2)nc1SCC(=O)Nc1cccc(S(N)(=O)=O)c1
  0	4	-2	-10	-1	-1	14	0	-12	0
> O=S(=O)(c1ccc(Cl)cc1)N1CCN(Cc2c[nH]c3ccccc23)CC1
  -1	-5	7	6	2	0	-1	-1	-1	2
> O=C(NCCOc1ccccc1)C1C(=O)Nc2ccccc2C(=O)N1C1CCCCC1 (stereo not drawn)
  2	9	2	4	8	8	-2	1	5	-1
> CC(C)(C)OC(=O)N1CCNc2ccccc2C1
  5	5	1	8	-14	4	5	3	8	2
> O=C(Nc1cc(Cl)ccc1Oc1ccccc1)c1ccc(F)cc1
  7	-5	8	-9	1	-8	-10	-1	5	7
> CN(C(=O)COC(=O)CSCc1cccc(Cl)c1)c1c(N)n(Cc2ccccc2)c(=O)[nH]c1=O
  1	-2	-2	8	2	3	1	4	-7	0
> COc1ccc(CNC(=O)CCN2C(=O)c3ccccc3C2=O)cc1OC
  0	2	-1	-3	0	-9	0	-1	-3	-2
> CC(C)(C)n1nnnc1C(c1ccncc1)N1CCCCCC1 (stereo not drawn)
  -1	-2	-2	-6	-2	-6	14	0	2	-4
> NC(=O)c1ccc[n+](CC(=O)NCc2ccc(Cl)cc2)c1
  2	3	-2	-7	-4	0	-2	0	-1	-2
> CNc1nc2[nH]c(=O)c3c(c2s1)OC(N)=C(C#N)C3c1cccc(F)c1 (stereo not drawn)
  -29	18	4	-5	-5	3	3	0	-42	-1
> COc1ccc(CCNCC(=O)Nc2ccc(C(=O)N3CCCCC3)cc2)cc1
  -1	-13	-6	2	9	8	-6	4	-2	-2
> Cn1nnnc1SCC(=O)Nc1ccc(C(=O)N2CCN(Cc3ccccc3F)CC2)cc1
  -1	3	-5	1	-9	-1	-12	18*	-8	-2
> COc1ccc(CNC(=O)[C@H](C)NC(=O)C2CC(=O)N(c3ccc4c(c3)OCO4)C2)cc1 (stereo partly drawn)
  2	0	2	-4	0	-2	-2	0	-8	-5
> CCN(CC)S(=O)(=O)c1ccc(OC)c(NC(=S)Nc2cccc(C)c2C)c1
  -2	-13	1	-1	2	3	7	2	0	0
> Cc1ccc(C(=O)CSc2ncnc3ccccc23)o1
  -9	-4	-19	11	2	-4	-5	-1	-9	-9
> O=C(OCc1cccc(C(F)(F)F)c1)c1ccc[nH]c1=O
  -2	12	-14	-3	15	-1	2	10	-8	-2
